GalR3 antagonist: human GalR3 antagonism. inhibition, % at 3 µM. AID 651719. 0.44% of 360,000 active. O60755. HEK293 GalR3-CNG cAMP membrane potential fluorescence; galR3 body fused to GalR1 C-terminus;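 active = inhibition above the screen-wide average plus 3 SD, cut at about 13% in these data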;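 note: forskolin and galanin both at EC90 stimulate the cells; cAMP rise reported by CNG channel membrane potential dye signal; 0% = forskolin plus galanin with DMSO and 100% = forskolin alone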
OXTR ag: activates the human oxytocin receptor; activation, % at 3 µM; AID 2435; 0.32% of 320,000 active; CHO-OTR cells, Fluo-8 calcium fluorescence; normalized: DMSO 0%, oxytocin 100%; P30559;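 active = activation above the mean of all tested compounds plus 3 SD, cutoff set per screening run, cut at about 20% in these data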;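 note: peak over basal fluorescence ratio from a 100 s FLIPR kinetic read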
M18AAP inhibitor: blocks P. falciparum M18 aspartyl aminopeptidase | recombinant PfM18AAP, H-Glu-NHMec fluorogenic cleavage | inhibition, % at 7.35 µM | 1.2% of 290,000 active;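 active = inhibition above the campaign mean inhibition over all tested compounds plus 3 SD, cut at about 28% in these data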;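 note: 0% = plate median of test compound wells and 100% = 2 mM ZnCl2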
GPR7 antag: antagonists of human GPR7 (neuropeptides B/W receptor 1). GPR7-expressing cells, fluorescence antagonist assay. 1.1% of 290,000 active. P48145. AID 1861. inhibition, % at 4.4 µM; in the data active = inhibition above about 16%, passing the limit was not always enough;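 note: cells stimulated with the agonist NPW; 0% = agonist with vehicle and 100% = vehicle without agonist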
Target sequence (P48145 whole entry, looked up): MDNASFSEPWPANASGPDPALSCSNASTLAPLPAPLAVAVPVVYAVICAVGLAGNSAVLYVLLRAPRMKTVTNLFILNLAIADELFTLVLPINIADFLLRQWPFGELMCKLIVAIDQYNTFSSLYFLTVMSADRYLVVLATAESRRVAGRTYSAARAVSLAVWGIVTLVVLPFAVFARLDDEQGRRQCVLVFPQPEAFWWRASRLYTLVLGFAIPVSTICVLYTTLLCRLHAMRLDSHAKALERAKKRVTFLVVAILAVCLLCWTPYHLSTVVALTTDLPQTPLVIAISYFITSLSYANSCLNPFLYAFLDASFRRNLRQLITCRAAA
OXTR potentiator: potentiates the human oxytocin receptor response | P30559 | CHO-OTR cells, Fluo-8 calcium fluorescence, potentiator mode; 0% = oxytocin EC15, 100% = EC100 | activation, % at 3 µM | 0.061% of 320,000 active;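 active = activation above that plate's cutoff, the mean activation of tested compounds plus 3 SD, cut at about 6.6% in these data, passing the limit was not always enough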;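 note: 100% uses oxytocin at 75 nM as the full agonist control; some results filed as inactive read as strong as hits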
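System: human OTR in CHO cells; Also added: sub-maximal oxytocin, roughly EC15; Timing: compound 6 min at room temperature before oxytocin, 100 s read; Technique: Fluo-8 intracellular calcium fluorescence, ex 470-495, em 515-575 nm; Controls: oxytocin EC15 low and EC100 high; Replication: singlicate.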
NALP1 yeast inh: blocks the NALP1 inflammasome reconstituted in yeast. S. cerevisiae NALP1/ASC/caspase-1 growth, X-gal OD620, 72 h. inhibition, % at 10 µM. 0.61% of 280,000 active. AID 2071; in the data active = inhibition mostly above about 24%, no sharp cut-off; inactive = mostly below about 32%; note: some compounds called inactive have numbers as strong as hits
MEKK2mut PB1 HTS: signal of MEK5 binding to mutant human MEKK2 PB1 domain | bead flow cytometry, Alexa488-MEK5 binding to MEKK2 mutant | percent response, % at 10 µM | 0.35% of 290,000 active; in the data active = percent response above about 24%, passing the limit was not always enough; note: inactives centre near 1; some results filed as inactive read as strong as hits
V1aR counter: V1a receptor agonism, counter-screen for OXTR agonists. activation, % at 3 µM. CHO-V1R cells, Fluo-8 calcium fluorescence, agonist mode; 0% DMSO, 100% 3 nM vasopressin. 0.25% of 320,000 active. P37288. AID 2797;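 active = activation above the mean activation of all tested compounds plus 3 SD, per screening run, cut at about 20% in these data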;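 note: signal is peak over basal fluorescence ratio across a 100 second FLIPR read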
Target sequence (P37288 whole entry, looked up): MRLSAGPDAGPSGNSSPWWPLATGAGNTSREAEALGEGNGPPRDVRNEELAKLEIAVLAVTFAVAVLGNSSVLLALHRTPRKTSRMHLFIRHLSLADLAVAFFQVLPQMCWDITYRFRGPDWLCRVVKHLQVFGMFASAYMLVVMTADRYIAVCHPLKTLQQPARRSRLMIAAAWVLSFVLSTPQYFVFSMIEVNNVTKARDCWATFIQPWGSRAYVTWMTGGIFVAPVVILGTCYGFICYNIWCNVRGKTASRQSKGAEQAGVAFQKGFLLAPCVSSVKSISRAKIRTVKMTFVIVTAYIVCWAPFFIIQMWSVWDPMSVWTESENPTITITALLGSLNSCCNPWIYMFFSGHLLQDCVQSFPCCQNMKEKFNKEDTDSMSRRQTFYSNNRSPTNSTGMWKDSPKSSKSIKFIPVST
MEKK2wt PB1 HTS: raises or lowers MEK5 binding to wildtype human MEKK2 PB1 domain; Q9Y2U5; bead flow cytometry, Alexa488-MEK5 binding to MEKK2 WT; actives lie on both sides; binding response (% of control), % at 10 µM; 1.1% of 290,000 active; AID 1531; in the data active = binding response below about 67% or above about 130%
The depositor's hits bear a star; / = no result given; [ ] = another dose, or the depositor's remark.

SMILES | GalR3 antagonist | OXTR ag | M18AAP inhibitor | GPR7 antag | OXTR potentiator | NALP1 yeast inh | MEKK2mut PB1 HTS | V1aR counter | MEKK2wt PB1 HTS
Cc1ccc2nc(/C(C#N)=C\c3ccc(N4CCOCC4)o3)[nH]c2c1 | 1 | 43* | 1 | -16 | -18 | 22 | 26* | 30* | 46*[inhibitor]
O=C(Cn1[nH]c(=O)c2ccccc2c1=O)NCC1COc2ccccc2O1 (configuration not stated) | -3 | 1.6 | / | / | -1 | / | / | 0.2 | /
Cc1ccc(OCCOc2ccc(Br)cc2/C=N\NC(N)=O)cc1 | 0 | -1.6 | -20 | -8 | -1 | 12 | -1 | -1.2 | 101
O=C(CCS(=O)(=O)c1ccc(F)cc1)Nc1nc(-c2ccncc2)cs1 | 1 | 6.1 | 52* | -7 | -7 | -2 | 12 | 9.4 | 108
COc1ccc(CC(=O)Nc2ccc(S(=O)(=O)Nc3nc(C)cc(C)n3)cc2)cc1 | -6 | 0.3 | 9 | -14 | -2 | 9 | 3 | 0.5 | 100
CC1CN(C(=O)c2cc3c(=O)n4ccccc4nc3n2C)CC(C)O1 (configuration not stated) | 2 | 0.0 | 5 | -1 | 1 | 22 | 0 | -0.3 | 104
CCN(CC)c1ccc(NC(=O)c2cccc(C)c2)cc1S(=O)(=O)Nc1ccccc1OC | -5 | -1.6 | 21 | -4 | -10 | -4 | -1 | 0.4 | 109
C=CCN(C(=O)CSC1=NC(=O)CN1C(C)=O)c1nc(C)c(-c2ccccc2)s1 | -7 | -2.8 | 5 | -8 | -8 | 0 | -5 | -0.2 | 95
COc1ccc(OC)c(/C=N/NC(=O)c2cc[n+](Cc3ccccc3)cc2)c1 | -5 | -1.0 | 5 | -8 | -2 | 24 | -2 | 0.6 | 99
O=C(Cn1ccc([N+](=O)[O-])n1)Nc1nccs1 | -1 | 1.2 | -3 | -7 | 1 | 19 | -2 | 1.1 | 98
O=C(CCCNC(=O)c1ccc(Cl)cc1)Nc1nccs1 | -5 | 1.7 | / | / | 8 | / | / | 0.2 | /
CCOc1ccc(NC(=O)NN2C(C)CCCC2C)cc1 (configuration not stated) | -9 | / | -14 | -6 | / | 12 | 6 | / | 107
COc1ccc(C2=NS(=O)(=O)N(C)C(C(=O)NCc3ccccc3)=C2)cc1OC | / | 2.2 | 4 | -1 | -6 | 9 | -1 | 2.3 | 96
CCCCNC(=O)CCn1c(=O)c2cccn2c2ccc(F)cc21 | -9 | / | 0 | -21 | / | 6 | 2 | / | 96
CN(CCc1ccccn1)Cc1ccc(Cl)c(Cl)c1 | -6 | -0.7 | 3 | 6 | -7 | 4 | 11 | 0.1 | 105
CC(C)CNC(=O)c1noc2c1CCCC2 | 4 | -0.3 | 3 | -13 | 3 | 19 | 6 | -0.1 | 109
CC(=O)c1ccc(NC(=O)[C@@H]2CCCN2C(=O)OC(C)(C)C)cc1 | -11 | -1.2 | -1 | 6 | -9 | -2 | 5 | 0.7 | 105
COc1ccc2oc(=O)c(C(=O)NC3CCCCCC3)cc2c1 | -4 | -1.2 | -5 | -2 | -15 | 28 | 3 | -0.9 | 98
O=C(CN1CCCC1)NC(c1ccccc1)c1ccccc1 | -7 | -1.0 | 1 | -3 | -5 | 5 | 20 | -0.1 | 110
CCn1c(CCC(=O)Nc2nc3c(s2)CCCC3)nc2cc(S(=O)(=O)N(C)C)ccc21 | -1 | 2.1 | 7 | -13 | -2 | 7 | 0 | 1.7 | 99

Copied from the results shown for reference:
SMILES | GalR3 antagonist | OXTR ag | M18AAP inhibitor | GPR7 antag | OXTR potentiator | NALP1 yeast inh | MEKK2mut PB1 HTS | V1aR counter | MEKK2wt PB1 HTS
CC1CN(C(=O)c2cc3c(=O)n4ccccc4nc3n2C)CC(C)O1 (configuration not stated) | 2 | 0.0 | 5 | -1 | 1 | 22 | 0 | -0.3 | 104
CCN(CC)c1ccc(NC(=O)c2cccc(C)c2)cc1S(=O)(=O)Nc1ccccc1OC | -5 | -1.6 | 21 | -4 | -10 | -4 | -1 | 0.4 | 109
C=CCN(C(=O)CSC1=NC(=O)CN1C(C)=O)c1nc(C)c(-c2ccccc2)s1 | -7 | -2.8 | 5 | -8 | -8 | 0 | -5 | -0.2 | 95
COc1ccc(OC)c(/C=N/NC(=O)c2cc[n+](Cc3ccccc3)cc2)c1 | -5 | -1.0 | 5 | -8 | -2 | 24 | -2 | 0.6 | 99
O=C(Cn1ccc([N+](=O)[O-])n1)Nc1nccs1 | -1 | 1.2 | -3 | -7 | 1 | 19 | -2 | 1.1 | 98
O=C(CCCNC(=O)c1ccc(Cl)cc1)Nc1nccs1 | -5 | 1.7 | / | / | 8 | / | / | 0.2 | /
CCOc1ccc(NC(=O)NN2C(C)CCCC2C)cc1 (configuration not stated) | -9 | / | -14 | -6 | / | 12 | 6 | / | 107
COc1ccc(C2=NS(=O)(=O)N(C)C(C(=O)NCc3ccccc3)=C2)cc1OC | / | 2.2 | 4 | -1 | -6 | 9 | -1 | 2.3 | 96
CCCCNC(=O)CCn1c(=O)c2cccn2c2ccc(F)cc21 | -9 | / | 0 | -21 | / | 6 | 2 | / | 96
CN(CCc1ccccn1)Cc1ccc(Cl)c(Cl)c1 | -6 | -0.7 | 3 | 6 | -7 | 4 | 11 | 0.1 | 105
CC(C)CNC(=O)c1noc2c1CCCC2 | 4 | -0.3 | 3 | -13 | 3 | 19 | 6 | -0.1 | 109
CC(=O)c1ccc(NC(=O)[C@@H]2CCCN2C(=O)OC(C)(C)C)cc1 | -11 | -1.2 | -1 | 6 | -9 | -2 | 5 | 0.7 | 105
COc1ccc2oc(=O)c(C(=O)NC3CCCCCC3)cc2c1 | -4 | -1.2 | -5 | -2 | -15 | 28 | 3 | -0.9 | 98
O=C(CN1CCCC1)NC(c1ccccc1)c1ccccc1 | -7 | -1.0 | 1 | -3 | -5 | 5 | 20 | -0.1 | 110

Next section
SMILES | GalR3 antagonist | OXTR ag | M18AAP inhibitor | GPR7 antag | OXTR potentiator | NALP1 yeast inh | MEKK2mut PB1 HTS | V1aR counter | MEKK2wt PB1 HTS
c1ccc(-c2cc3c(ccc4nonc43)nn2)cc1 | -3 | -2.2 | -8 | 15 | -4 | 2 | 6 | -0.8 | 98
O=C(C(=O)N1CCN(c2ccccc2)CC1)c1cn(CC(=O)N2CCCCCC2)c2ccccc12 | -1 | -0.1 | 25 | -7 | -4 | 12 | 0 | 4.9 | 88
COc1ccc(CN(C)CC(=O)Nc2cc(OC)c([N+](=O)[O-])cc2C)c(OC)c1 | -5 | 4.2 | 5 | -14 | -4 | 26 | 0 | 3.6 | 106
CCOC(=O)/C(=C/C=C1\Sc2ccccc2N1CC)C(C)=O | / | 46* | 43* | 11 | -17 | 15 | -3 | 49* | 94
C=CCCN(C(C(=O)OC)C(C)C)S(=O)(=O)c1ccccc1Br (configuration not stated) | -5 | -2.4 | / | / | -4 | 7 | 4 | -1.5 | 105
C=CCn1c(=NC(=O)c2ccc(S(=O)(=O)N3CCc4ccccc4C3)cc2)sc2cc(S(N)(=O)=O)ccc21 | 8 | -0.5 | 3 | -7 | -14 | 30 | 1 | 0.3 | 99
Cc1ccc(SCCNC(=O)c2ccccc2)cc1 | -1 | -2.4 | -3 | -4 | 1 | 8 | 2 | -0.7 | 101
CCOC(=O)CC(=O)CSc1nc(N)c(C#N)c(-c2ccc(Cl)cc2)c1C#N | -7 | 2.0 | 12 | -1 | -5 | 18 | 4 | 1.4 | 106
CCc1ccccc1NC(=O)CN(C)C(=O)c1cc(C2CC2)nc2c1cnn2C(C)C | 1 | -0.8 | / | / | -1 | / | / | 0.4 | /
O=c1[nH]c(SCc2cccc(F)c2)nc2ccccc12 | 4 | -0.2 | -14 | -9 | -8 | 3 | 0 | 0.4 | 96

Profiles as entered above:
`COc1ccc2oc(=O)c(C(=O)NC3CCCCCC3)cc2c1` is listed with GalR3 antagonist: -4; OXTR ag: -1.2; M18AAP inhibitor: -5; GPR7 antag: -2; OXTR potentiator: -15; NALP1 yeast inh: 28; MEKK2mut PB1 HTS: 3; V1aR counter: -0.9; MEKK2wt PB1 HTS: 98
`O=C(CCS(=O)(=O)c1ccc(F)cc1)Nc1nc(-c2ccncc2)cs1` is listed with GalR3 antagonist: 1; OXTR ag: 6.1; M18AAP inhibitor: 52*; GPR7 antag: -7; OXTR potentiator: -7; NALP1 yeast inh: -2; MEKK2mut PB1 HTS: 12; V1aR counter: 9.4; MEKK2wt PB1 HTS: 108
